# GLP-1R inv ag: acts as inverse agonist at human GLP-1 receptor; P43220; 410,000 tested, 1.6% active; Potency, µM (titrated, usually from 38.3 µM), for inactives: at the highest dose activity change, negative = inhibition, most hits filed as inhibitors; HEK293 GLP-1R CRE-luciferase, luminescence, 24 h; GLP-1R form is constitutively active; note: potency is the fitted concentration of half-maximal effect; % is set by controls: 0 for no effect and ±100 for the full control effect; nearly all actives have a fitted effect of over 55% in size
# Target sequence (P43220 whole entry, looked up): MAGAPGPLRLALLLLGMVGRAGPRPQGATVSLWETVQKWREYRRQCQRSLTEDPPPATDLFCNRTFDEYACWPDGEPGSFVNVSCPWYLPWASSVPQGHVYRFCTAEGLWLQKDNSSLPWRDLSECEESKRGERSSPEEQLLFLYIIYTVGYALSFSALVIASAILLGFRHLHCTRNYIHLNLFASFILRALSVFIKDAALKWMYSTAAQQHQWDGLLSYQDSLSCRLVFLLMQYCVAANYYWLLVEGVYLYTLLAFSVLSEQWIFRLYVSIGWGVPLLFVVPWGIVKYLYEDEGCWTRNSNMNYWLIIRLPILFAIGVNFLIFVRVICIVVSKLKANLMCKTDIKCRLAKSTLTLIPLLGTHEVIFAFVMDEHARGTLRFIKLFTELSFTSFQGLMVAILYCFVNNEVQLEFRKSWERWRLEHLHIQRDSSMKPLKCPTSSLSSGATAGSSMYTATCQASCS
#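 Readout was luciferase luminescence, measured 12 min after detection reagent at room temperature. Beforehand, GLP-1R reporter HEK293 cells had sat 12 h, then received compounds for 24 hr at 37 deg C.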
# DRD3 agonist: D3 dopamine receptor (human) agonism; P35462; D3R DiscoveRx beta-arrestin cells, luminescence, 90 min; max activation, %; 410,000 tested, 0.58% active; AID 652048; in the data active = max activation above about 30%; note: 0% is about no effect; mostly tested at two doses, the higher about 12 µM
#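 Cells at 1500/well, incubated overnight, then treated with pinned compounds (dopamine as control) for 90 min at 37 degrees C. DiscoveRx reagent added for 30 - 60 minutes at room temperature; luminescence read.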
# aSyn rescue: rescues yeast growth from alpha-synuclein toxicity. Yeast expressing alpha-synuclein, growth rescue, BacTiter-Glo, 24 h. Potency, µM (doses to about 46.1 µM), for the others: at the top dose growth rescue (activation), usual class: activators. 370,000 tested, 0.14% active; note: potency is the fitted concentration of half-maximal effect; % of control where 0% means no effect; nearly all actives have a fitted effect of over 65% in size
#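 Rescue of yeast growth: cells expressing toxic alpha-synuclein, induced in galactose at OD600 0.02, incubated with compound 24 h at 30 C. ATP luminescence quantified growth; inhibitors of toxicity appear as activators.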
# TDP43 rescue: rescues yeast growth from TDP-43 toxicity. 410,000 tested, 1.8% active. TDP-43 expressing yeast growth rescue, BacTiter-Glo, 24 h. AID 652104. Potency, µM (titrated, usually from 46.1 µM), for inactives: at the highest dose growth rescue (activation), most hits filed as activators; note: potency is the fitted concentration of half-maximal effect; % of control where 0% means no effect; nearly all actives have a fitted effect of over 50% in size
#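 In this qHTS, compounds that restore growth of yeast expressing TDP-43 appear as activators. Cells (OD600=0.02, galactose medium, raffinose-pregrown) are incubated with compound 24 hr at 30 deg C and growth is quantified by BacTiter-Glo.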
# GLP1R ag: GLP-1 receptor (human) agonism; AID 624172; HEK293 GLP-1R CRE-luciferase, luminescence, 4-6 h; cells express a hypersensitive GLP-1R form; 380,000 tested, 0.007% active; Potency, µM (top dose mostly 45.6 µM), for the others: top-dose activation, most hits filed as activators; P43220; note: potency is the fitted concentration of half-maximal effect; % of control where 0% means no effect
# PTHR1 agonist: PTHR1 (human) receptor agonism; Q03431; HEK293 GP2 PTHR1 cells, GloSensor cAMP luminescence, 1 h; Potency, µM (titrated, usually from 115 µM), for inactives: top-dose activation, most hits filed as activators; 410,000 tested, 0.075% active; AID 743266; note: potency is the fitted concentration of half-maximal effect; nearly all actives have a fitted effect of over 55% in size; some results filed as inactive show a strong effect at the top dose; inactives centre near -15; many of its hits are not listed in these tables
# Target sequence (Q03431 whole entry, looked up): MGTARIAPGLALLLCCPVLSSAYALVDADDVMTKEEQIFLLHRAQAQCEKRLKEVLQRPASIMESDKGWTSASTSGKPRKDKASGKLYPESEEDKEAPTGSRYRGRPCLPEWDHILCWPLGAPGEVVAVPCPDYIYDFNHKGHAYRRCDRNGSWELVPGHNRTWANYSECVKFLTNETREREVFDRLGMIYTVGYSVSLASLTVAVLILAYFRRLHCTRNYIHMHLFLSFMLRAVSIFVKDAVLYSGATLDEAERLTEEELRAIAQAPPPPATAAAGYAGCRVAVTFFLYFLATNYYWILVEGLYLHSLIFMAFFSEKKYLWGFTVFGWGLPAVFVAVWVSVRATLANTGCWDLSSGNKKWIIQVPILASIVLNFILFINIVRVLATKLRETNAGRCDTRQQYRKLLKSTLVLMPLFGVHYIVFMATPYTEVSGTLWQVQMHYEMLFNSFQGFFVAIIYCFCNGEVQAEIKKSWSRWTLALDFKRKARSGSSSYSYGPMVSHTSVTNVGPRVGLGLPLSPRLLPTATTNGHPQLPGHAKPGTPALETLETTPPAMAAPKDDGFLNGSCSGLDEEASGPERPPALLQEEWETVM
#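 HEK-293-derived GP2 cells expressing PTHR1 and a GloSensor cAMP reporter, 3,000/well, plated overnight, given luciferin plus IBMX (each 0.5 mM as added) for 1 h at 37 °C, then compound for 1 h at 37 °C. Luminescence was read after 15 min at room temperature.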
# KB-V1 MDR tox: kills drug-selected multidrug resistant KB-V1 cells; 400,000 tested, 3.4% active; Potency, µM (top dose mostly 46.1 µM), without a hit: at the highest dose activity change, negative = cytotoxicity, most hits filed as cytotoxic; KB-V1 MDR cells viability, CellTiter-Glo, 72 h; note: potency is the fitted concentration of half-maximal effect; % is set by controls: 0 for no effect and ±100 for the full control effect; nearly all actives have a fitted effect of over 60% in size
#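 Cytotoxicity toward P-gp-expressing KB-V1 cells was determined as loss of CellTiter-Glo luminescence after 72 h at 37 degrees C. Compounds were tested in quantitative HTS format across a concentration range, with curves fitted to normalized data.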
# GLP1R cytotox: cytotoxicity counter-screen for GLP-1 receptor inverse agonists. HEK293 cAMP-luciferase reporter cells, luminescence, 24 h. Potency, µM (top dose mostly 38.3 µM), for inactives: top-dose activity change, negative = inhibition, hits mostly inhibitors. 410,000 tested, 0.13% active;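 note: loss of luciferase light is scored as toxicity; potency is the fitted concentration of half-maximal effect; % is set by controls: 0 for no effect and ±100 for the full control effect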
#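 Luminescence readout: signal drop marks cytotoxicity. Plated cells grew 12 h at 37 °C, 5% CO2, received 23 nL compound for 24 h, then got luciferase reagent, read after 12 min at RT.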
# DRD3 antagonist: antagonists of human D3 dopamine receptor | P35462 | D3R cells, DiscoveRx beta-arrestin luminescence, antagonist mode; hits give low values | max response, negative = inhibition, % | 360,000 tested, 2.5% active | AID 652054; in the data active = max response below about -50%; inconclusive = no clear call, values can overlap the other calls; note: % is set by controls: 0 for no effect and ±100 for the full control effect; mostly tested at two doses, the higher about 12 µM
#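 Cells plated overnight at 1500 cells/well, then exposed to library compounds with dopamine controls for 90 minutes at 37 degrees C. DiscoveRx reagent added for 30–60 minutes at room temperature; luminescence read, quantitative HTS format.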
# Numbers without * were called inactive; i = inactive; ? = inconclusive; nt = not tested or not shown; [ ] = dose if it differs, or a comment. Unless noted, calls come from the whole dose curve; as a rule, active = well fitted curve in the direction sought with a large enough effect; inconclusive = small, poorly fitted or top-dose-only effect, or another doubt; inactive = no such curve, though single readings can be large; an effect the other way counts as inactive or inconclusive.
SMILES,GLP-1R inv ag,DRD3 agonist,aSyn rescue,TDP43 rescue,GLP1R ag,PTHR1 agonist,KB-V1 MDR tox,GLP1R cytotox,DRD3 antagonist
O=C(CSc1c2c(nc3ccc(Cl)cc13)CCCC2)NCc1ccco1,-7%,-4,2%,12%,-2%,-10%[57.5 µM],?,-25%,-80*
CCOc1ccc(S(=O)(=O)N2CCN(C(=O)c3cccn3C)CC2)cc1,18%,-2,3%,0%,0%,-11%,-9%,-1%,-4
O=C(Nc1ccccc1-c1nc2ccccc2[nH]c1=O)c1cccs1,43%[activator],0,1%,-2%,17%,i,6%,-16%,-3
C=CCc1c(C)nc(SC)nc1Nc1ccccc1,?,-3,-8%,?,6%,-4%[57.5 µM],?,15%,-7
CNC(=S)N1N=C(c2ccc(C)cc2)CC1c1ccc(Cl)cc1 (stereo not drawn),0%,3,15%,?,-5%,-3%,0%,8%,18
COc1ccc(COC(=O)NNC(=O)c2ccccc2Cl)cc1,1%,-3,2%,-9%,11%,i,1%,41%[activator],?
CCN(CC(=O)NC1CCS(=O)(=O)C1)C(=O)COc1ccccc1-c1ccccc1 (stereo not drawn),0%,0,-1%,-6%,-7%,-9%[57.5 µM],0%,-7%,-14
CN(C)CCNC(=O)CN1C(=O)COc2ccc(C(C)(C)C)cc21,-21%,-3,-3%,13%,1%,-22%,-18%,10%,-18
O=C(/C=C/c1cccs1)Nc1ccc(S(=O)(=O)Nc2ncccn2)cc1,19%,3,3%,-6%,12%,i,11%,-8%,-5
CCN(c1ccc(C)cc1)S(=O)(=O)c1nnc(NC(=O)c2cccs2)s1,?,-15,nt,6%,nt,-25%,nt,1%,nt
OC(CN1CCOCC1)CN(c1ccccc1)c1ccccc1 (stereo not drawn),?,-6,6%,-2%,12%,-16%,15µM*,-20%,4
O=C(CSc1nnc(-c2cccs2)o1)c1cccs1,5%,4,2%,2%,5%,-11%[57.5 µM],0%,-8%,-7
O=C(Nc1ccc(Cl)cc1)Nc1nc(-c2ccccc2O)cs1,-27%,-2,1%,15%,-2%,-20%,?,-14%,63
O=C(O)c1ccc(C2NCC(c3ccccc3Cl)c3c2[nH]c2ccccc32)cc1 (stereo not drawn),-23%,3,5%,-2%[9.22 µM],-1%,-3%,1%,7%,-4
CCOC(=O)C1CCN(Cc2ccc3ccccc3c2)CC1,7%,-26,5%,10%,-1%,-15%,-6%,-2%,-75*
CCOC(=O)C1=CCN(S(=O)(=O)c2cccc(Cl)c2)C1c1ccc(C)cc1 (stereo not drawn),?,-7,?,?,11%,-70%[inhibitor],?,2%,7
O=C(c1cccc(F)c1)N1CCc2ccccc2C1,2%,9,-9%,28%,16%,-7%[57.5 µM],12%,2%,7
O=C(Nc1cc(Cl)ccc1N1CCCC1)C1=NN(c2ccccc2)C(=O)CC1,-8%,-3,4%,8%,0%,-3%,-19%,-7%,0
COc1cccc(C(=O)Nc2cccc(OCc3cc(=O)n4cccc(C)c4n3)c2)c1,6%,6,nt,-24%,nt,i,-17%,0%,nt
Cc1cc(/C=C(/C#N)C(=O)O)c(C)n1CCC(C)C,11%,2,0%,0%,18%,i,2%,-8%,17

# Brought forward from above: 2 entries, then new ones.
SMILES,GLP-1R inv ag,DRD3 agonist,aSyn rescue,TDP43 rescue,GLP1R ag,PTHR1 agonist,KB-V1 MDR tox,GLP1R cytotox,DRD3 antagonist
COc1cccc(C(=O)Nc2cccc(OCc3cc(=O)n4cccc(C)c4n3)c2)c1,6%,6,nt,-24%,nt,i,-17%,0%,nt
Cc1cc(/C=C(/C#N)C(=O)O)c(C)n1CCC(C)C,11%,2,0%,0%,18%,i,2%,-8%,17
O=C(Nc1ccc(Oc2ccccc2)cc1)c1csc([C@@H]2O[C@H](CO)[C@@H](O)[C@H]2O)n1,?,18,1%,23%,-14%,-35%[inhibitor],?,4%,19
CC(C)(C)OC(=O)C[C@H]1C/C=C\C[C@H](CC(=O)NCCO)C(=O)N[C@@H](Cc2ccccc2)COC1=O,4%,-6,-5%,6%,5%,-21%,-13%,11%,0
COc1ccc(CNC(=O)C2CCN(S(=O)(=O)N3CCOCC3)CC2)cc1,2%,5,0%,-5%,-7%,i,18%,-2%,3
CN(C)CCNC(=O)c1ccc2c(c1)NC(=O)C(CS(=O)(=O)Cc1cccc(Br)c1)N2 (stereo not drawn),4%,-9,nt,-19%,nt,i,nt,-4%,nt
C=CCNc1ncnc2c1ncn2[C@H]1CN(Cc2cccs2)C[C@@H](CO)O1,6%,-8,-2%,6%,10%,-8%,4%,1%,-9
Cc1ccccc1-c1nnc(SC(C)C(=O)NC2CCCC2)o1 (stereo not drawn),?,6,-12%[1.84 µM],?,2%,i,21µM*,-16%,11
Cc1sc(NC(=O)c2ccco2)c(C(=O)c2ccc(Cl)cc2)c1C,17%,-4,-7%,5%,16%,i,-28%,-1%,-18
O=C(COC(=O)CNS(=O)(=O)c1ccc(F)c(F)c1F)Nc1ccc(OC(F)F)cc1,1%,3,2%,2%,-15%,-16%,5%,8%,11
CCCOc1ccc(/C=C2/C(=O)ON=C2C)cc1OCC,-8%,4,-3%,?,-1%,-12%,-19%,-7%,4
O=c1c2ccccc2nnn1-c1ccc(Br)cc1,10%,-6,4%,22%,0%,-10%,-2%,3%,1
CCCS(=O)(=O)N1CC(=O)N(c2ccc(C)c(Cl)c2)C(C)(C(=O)NC2CCCCCC2)C1 (stereo not drawn),9%,-19,nt,-10%,nt,i,-3%,-10%,nt
CC12CN(S(=O)(=O)c3ccccc3)CC(C)(CN(S(=O)(=O)c3ccccc3)C1)C2,0%,-1,8%,-5%,4%,i,-5%,-13%,23
CCOc1ccc(NC(=O)CSc2nc3ccccc3c(=O)n2CCNC(C)=O)cc1,4%,4,1%,0%,-14%,i,-9%,?,36
COc1ccc(C(=O)Nc2ccc(C)cn2)c(OC)c1,2µM*,2,18%,2%,-18%,-77%[inhibitor][57.5 µM],16µM*,8%,-14
Cc1ccc2nc(Cl)c(C#N)cc2c1,-2%[7.66 µM],3,12%,?,0%,i,3%,-5%[7.66 µM],3
CCOC(=O)/C=c1\s/c(=C\c2ccc(C(F)(F)F)cc2)c(=O)n1CC(=O)NCc1ccco1,-22%,3,2%,0%,14%,-14%,0%,-10%,5
O=C(Nc1ccc2c(c1)OCO2)c1cccc2c1C(=O)N(Cc1cccnc1)C2,96%[activator],-3,10%,-13%,15%,-21%,-12%,-10%,4
O=C(CN1CCN(C(=O)N2CCCCC2)CC1)Nc1ccc(F)cc1,0%,3,-1%,-3%,-4%,-2%[57.5 µM],2%,8%,16
COC(=O)c1ccccc1OC(=O)c1ccc(Br)o1,-12%,-11,-4%,-10%,5%,-8%,-3%,-7%,?
CCOC(=O)C(CC)/C(C)=N/NC(=O)c1ccccc1[N+](=O)[O-] (stereo not drawn),46%[activator],-12,-11%,-8%,-6%,-14%[57.5 µM],-2%,12%,-17
CCOc1ccc(NS(=O)(=O)c2cc3c4c(c2)C(C)C(=O)N4CCC3)cc1 (stereo not drawn),-2%,-8,0%,15%,8%,-28%,-17%,2%,-7
O=C(N/C(=C/c1cccnc1)C(=O)N1CCOCC1)c1ccco1,19%,1,-10%,-12%,-5%,11%,?,-10%,-8
CCOc1ccccc1CN1CCN(Cc2nc3ccccc3s2)CC1CCO (stereo not drawn),?,-1,-2%,-3%,-1%,-10%,-22%,-11%,-8
CN(CC(=O)Nc1ccc(F)cc1)C(=O)CCc1nc2sc3c(c2c(=O)[nH]1)CCCC3,-26%,2,-1%,-14%,-5%,i,8%,-5%,9
COC(=O)CCCC1=CC2=CC(=O)C(C)(OC(=O)c3cccs3)C(=O)C2=CN1c1cccc(C#N)c1 (stereo not drawn),15%,8,3%,-9%,0%,-11%,15%,3%,25
CC(=O)NC(C(=O)c1ccccc1)N1CCCCC1 (stereo not drawn),4%,11,10%,-4%,-7%,?,-12%,-3%,-1
O=C(NCCCn1ccnc1)c1cccc(S(=O)(=O)N2CCCCCC2)c1,?,0,1%,5%,-1%,-6%[57.5 µM],5%,-12%,-5
Cc1ccc(N(C(=O)CCCC(=O)Nc2ccccn2)C(C(=O)NC2CCCC2)c2ccc(O)cc2)cc1C (stereo not drawn),10%,-8,-3%,-32%,12%,i,5%,1%,?
CN1CCN(C(=O)c2cc(Cl)cc(Cl)c2)CC1,-11%,-7,-9%,nt,0%,i,11%,0%,6
COc1ccc(N2CC(C(=O)Nc3cccc(OC(C)C)c3)CC2=O)cc1 (stereo not drawn),-17%,-1,11%,15%,7%,-8%,?,-21%,4
CC(=O)c1cccc(NC(=O)c2nc(-c3ccccc3)n(-c3ccccc3C)n2)c1,10%,-10,nt,?,nt,-9%,5%,4%,nt
CCOC(=O)CC(NC(=O)c1cc2c(=O)n3cccc(C)c3nc2s1)c1ccc(OCC)c(OC)c1 (stereo not drawn),32%,1,nt,14%,nt,i,0%,2%,nt
O=C(Nc1ccccn1)NC1CCCCC1,11%,0,-8%,-12%,-1%,i,1%,9%,-7
Cc1cc(=O)oc2cc(OCC(=O)N3CCC(C(N)=O)CC3)ccc12,14%,-8,2%,21%,3%,-26%,-2%,-6%,-16
CCC(C)(C)NC(=O)C1CCN(S(=O)(=O)c2c(C)noc2/C=C/c2ccc(C)cc2)CC1,-22%,-14,nt,19%,-1%,-45%[inhibitor],25%,-10%,nt
N#Cc1cnn(-c2ccccc2)c1NC(=O)CN1CCN(c2ccccc2)CC1,31%,15,-4%,8%,11%,-1%,-21%,1%,2
O=C(CN1CCN(c2ncccn2)CC1)N(Cc1ccccc1)c1ccc(F)cc1,0%,-5,2%,-16%,8%,i,0%,-4%,-27

# Source: PubChem (National Center for Advancing Translational Sciences (NCATS))

# The list is partial; rates above refer to the full screens.
